Screens from PubChem BioAssay.
Anthrax LF prot = blocks Bacillus anthracis lethal factor protease; 360,000 compounds, 0.12% hits; inhibition, % at 10 µM; AID 588501; multiplex microsphere protease cleavage assay, LF; P15917; in the data active means inhibition above about 30%; further: plate controls were buffer without enzyme for full effect and enzyme alone for no effect
BH1578 lux ind = inducers of Vibrio cholerae quorum light production without autoinducers; V. cholerae BH1578 lux reporter, luminescence, 6 h; activation, % at 18.7 µM; 350,000 compounds, 0.16% hits; in the data active means activation mostly above about 9.7%, no sharp cut-off; further: not every result past the cut was called active; inactives centre near 0; reference of the scale not given here
Rv3671c protease = inhibitors of M. tuberculosis serine protease Rv3671c. inhibition, % at 5.96 µM. AID 2606. P9WHR9. 320,000 compounds, 0.048% hits; in the data active means inhibition above about 38%;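 further: extracellular domain of Rv3671c used as enzyme; 0% = enzyme with DMSO and 100% = no enzyme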
Target sequence (P9WHR9 whole entry, looked up, the tested form may be a part): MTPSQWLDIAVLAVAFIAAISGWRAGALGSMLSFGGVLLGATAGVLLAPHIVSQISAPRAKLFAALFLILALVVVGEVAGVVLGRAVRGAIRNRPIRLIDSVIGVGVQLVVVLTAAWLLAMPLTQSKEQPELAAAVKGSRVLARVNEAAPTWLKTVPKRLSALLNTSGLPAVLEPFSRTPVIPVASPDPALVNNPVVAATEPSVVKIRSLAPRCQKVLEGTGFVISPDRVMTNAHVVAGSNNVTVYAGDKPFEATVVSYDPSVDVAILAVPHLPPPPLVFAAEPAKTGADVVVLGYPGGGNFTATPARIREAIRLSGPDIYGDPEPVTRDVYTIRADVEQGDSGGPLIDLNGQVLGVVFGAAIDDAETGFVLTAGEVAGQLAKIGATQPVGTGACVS
MazEF act = MazEF (E. coli) toxin RNase activation | P0AE70 | FAM/BHQ RNA-DNA oligo cleavage fluorescence, 5 h | activation, % at 20 µM | 350,000 compounds, 0.32% hits | AID 504720; in the data active means activation above about 50%
Target sequence (P0AE70 whole entry, looked up): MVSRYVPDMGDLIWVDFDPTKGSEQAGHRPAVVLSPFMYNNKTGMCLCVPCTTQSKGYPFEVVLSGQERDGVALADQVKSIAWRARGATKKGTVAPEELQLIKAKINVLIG
PriA SSB inh = blocks PriA binding to SSB C-terminal tail; AlphaScreen SSBct-PriA binding, biotinylated peptide; inhibition, % at 33 µM; 430,000 compounds, 0.6% hits; AID 1272365; in the data active means inhibition mostly above about 37%, no sharp cut-off; inactive means mostly below about 20%;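 further: plate controls were negative control peptide for no effect and reference peptide for full effect; strong numbers were not always called active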
PfHsp40 yeast = restores yeast growth despite PfHsp40 toxicity. AID 504582. S. cerevisiae expressing PfHsp40, growth rescue, ATP luminescence. 340,000 compounds, 0.68% hits. growth rescue, % at 12.5 µM; in the data active means growth rescue above about 28%, passing the limit was not always enough;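 further: yeast W303a lacking pdr1 and pdr3 grown in galactose medium; growth measured after three days at 30 °C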
Y pestis TopoI = blocks Yersinia pestis topoisomerase I activity. Y. pestis Topo-I cleavage product accumulation, plate reader. AID 504884. 360,000 compounds, 0.064% hits. activity, % at 10 µM; in the data active means activity above about 50%, passing the limit was not always enough; further: inactives centre near 2
TcdB GH inh = blocks C. difficile toxin B glycohydrolase activity | inhibition, % at 9.99 µM | AID 652162 | P18177 | 350,000 compounds, 0.24% hits | TcdB glycohydrolase enzymatic assay, plate reader; in the data active means inhibition above about 10%
3CLpro inhibitor = SARS-CoV 3CLpro protease inhibition; inhibition, % at 6 µM; recombinant SARS-CoV 3CLpro, quenched FRET peptide cleavage; 290,000 compounds, 0.14% hits; in the data active means inhibition above about 12%
DUSP3 inh = inhibitors of human VHR1 phosphatase (DUSP3); recombinant VHR phosphatase, pNPP absorbance; P51452; AID 1654; 290,000 compounds, 0.52% hits; inhibition, % at 13.3 µM; in the data active means inhibition above about 50%; further: some compounds called inactive have numbers as strong as hits
Target sequence (P51452 whole entry, looked up): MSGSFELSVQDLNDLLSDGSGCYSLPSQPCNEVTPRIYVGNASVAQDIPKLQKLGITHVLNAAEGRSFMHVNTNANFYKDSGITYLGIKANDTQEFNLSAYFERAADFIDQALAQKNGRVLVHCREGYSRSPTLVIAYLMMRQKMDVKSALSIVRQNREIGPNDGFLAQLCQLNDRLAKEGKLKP
* = called active by the depositor; i = inactive; / = no result given; ! = repeats disagree. Some of the compounds tested, so the mix of outcomes need not match the whole.

mol	Anthrax LF prot	BH1578 lux ind	Rv3671c protease	MazEF act	PriA SSB inh	PfHsp40 yeast	Y pestis TopoI	TcdB GH inh	3CLpro inhibitor	DUSP3 inh
COc1cc(/C=C2/C(=O)NC(=O)N(c3ccc(C)cc3)C2=O)cc(OC)c1OC	-11	-0.9	10	-10	-8	-0.6	-7	1.7	7	-7
Cc1ccc(-n2nc3c(c2NC(=O)C(C)C)CS(=O)(=O)C3)c(C)c1	1	i	-11	-3	-9	-1.8	8	0.2	-2	6
CN(C)CCCC1(O)c2ccccc2C=Cc2ccccc21	6	-0.1	-2	7	-5	-0.3	-13	/	0	27
Cc1ccc(C(=O)NCCONC(=O)c2ccc(C)cc2)cc1	4	i	-2	8	-8	0.5	-3	1.9	3	15
C[C@H]1COC(=O)CC/C=C\C[C@H](CC(=O)N(CCO)Cc2ccccc2)C(=O)N1	-5	i	-1	5	2	-2.6	-6	-1.6	/	/
CCc1c(C2(O)CCCCC2)[nH]c2cnccc12	-4	i	-6	3	-12	-2.7	6	0.0	/	/
CCOc1cc2c3c(c1)C1(C(=O)N3C(C)(C)C=C2C)C(C#N)=C(N)Oc2cc(O)ccc21 (stereo unspecified)	8	-0.3	-10	3	22	1.5	3	/	5	7
CC(C)(C)NC(=O)c1ccncc1	4	1.0	1	5	0	-0.1	4	/	4	12
CCN(C(=O)COC(=O)c1ccc(C=O)cc1)c1c(N)n(Cc2ccccc2)c(=O)[nH]c1=O	4	i	-7	6	-9	0.3	-7	-0.1	/	/
CC(C)(C)c1ccccc1NC(=O)c1ccc(-n2cncn2)c([N+](=O)[O-])c1	/	-0.4	9	9	8	-0.6	-12	-0.4	/	/
CC(C)N(C(=S)NCc1ccccc1)C(C)C	2	-0.3	3	3	-8	-0.3	0	0.1	4	-12
NC1=CC(=O)C(=O)c2cccnc21	-12	i	/	0	/	/	-7	0.1	/	/
O=C1/C(=C/c2cccc(Br)c2)SC(=S)N1CCC(=O)N(CCO)c1ccccc1	-1	-0.1	4	-7	5	0.1	-3	0.4	-2	30
Cc1cc(-c2nnc(SCC(=O)Nc3ccccc3)n2C)no1	32*	i	1	-5	0	0.8	-3	0.9	2	16
O=C(CNc1cccc(S(=O)(=O)N2CCCC2)c1)Nc1cccc(Br)c1	2	1.1	-2	3	-5	-0.5	4	0.1	/	/
O=C(Nc1ccc(Cl)cc1)Nc1ccc(N2CCCC2)c(S(=O)(=O)Nc2ccccc2Cl)c1	-2	-0.3	-27	30	2	-0.2	-10	/	7	1
COc1cccc2sc3cc(C#CC4(O)CCCCC4)ccc3c(=O)c12	1	i	-26	-8	8	0.9	-4	-3.8	/	/
COc1cc(O)cc2cc3c(c(O)c12)C(=O)CC(C)(O)O3 (stereo unspecified)	-15	-0.4	-5	-137	-4	0.9	-17	1.2	/	14
COc1ccc(N2CCN(C(=O)c3ccc(S(=O)(=O)N4CCCC4)cc3)CC2)cc1	-2	-0.2	4	-3	-10	1.9	12	0.6	-7	7
O=C(Cc1ccc(Cl)cc1)SCc1ccccc1	-8	0.8	-9	-2	-69	1.7	27	-1.5	/	/
Cc1ccc(N2CC(O)=C(c3ccccc3)C2=N)cc1	6	i	6	5	-2	0.5	-2	1.2	4	9
CC(C)Cc1nc(SCC(=O)Nc2nnc(CC(C)C)s2)n[nH]1	-2	-0.5	5	2	-9	-0.8	4	0.4	-4	-1
Cc1ccsc1C(C(=O)NC(C)(C)C)N(Cc1ccco1)C(=O)c1csnn1 (stereo unspecified)	-4	-0.5	-5	6	-3	-0.4	11	1.1	-4	26
Cc1nnc(SCC(=O)Nn2cnnc2)s1	3	-33	8	1	-9	0.8	-1	/	4	8
O=C(Nc1ccc(-c2cn3ccsc3n2)cc1)C1CC1	0	i	8	4	-8	1.0	-3	/	-7	21
Nc1ccc(C(=O)c2cccs2)cn1	18	0.8	2	5	-4	-1.1	4	3.0	-1	10
CS(=O)(=O)N(CC(=O)N1CCOCC1)c1ccccc1Br	0	-0.4	/	11	-8	-0.8	-2	-0.4	6	19
Cc1cc(=O)[nH]c2ccccc12	-2	-2.3	-3	-1	8	-0.1	-6	/	3	12
CCOc1c(Cl)cc(CNCc2ccncc2)cc1OC	-3	-0.3	-1	7	-10	-0.5	7	1.1	1	18
NC(=O)c1cccc(CS(=O)(=O)c2ccc(Cl)cc2)c1	2	-1.4	-18	5	-12	-1.1	-6	-0.4	-7	15

Continued; the last 4 above are carried over.
mol	Anthrax LF prot	BH1578 lux ind	Rv3671c protease	MazEF act	PriA SSB inh	PfHsp40 yeast	Y pestis TopoI	TcdB GH inh	3CLpro inhibitor	DUSP3 inh
CS(=O)(=O)N(CC(=O)N1CCOCC1)c1ccccc1Br	0	-0.4	/	11	-8	-0.8	-2	-0.4	6	19
Cc1cc(=O)[nH]c2ccccc12	-2	-2.3	-3	-1	8	-0.1	-6	/	3	12
CCOc1c(Cl)cc(CNCc2ccncc2)cc1OC	-3	-0.3	-1	7	-10	-0.5	7	1.1	1	18
NC(=O)c1cccc(CS(=O)(=O)c2ccc(Cl)cc2)c1	2	-1.4	-18	5	-12	-1.1	-6	-0.4	-7	15
Cc1cc(OCC(=O)Nc2cnn(CCCC(=O)O)c2)ccc1Cl	-3	-0.2	-11	0	0	0.7	-3	1.3	-8	43
O=[N+]([O-])c1ccccc1/C=N/n1c(C2CCCCC2)n[nH]c1=S	-1	-0.2	-5	-4	/	3.2	3	/	2	-17
CNC(=O)C1(C)CCN1C(=O)c1ccccc1CCc1ccccc1 (stereo unspecified)	0	-0.9	/	/	/	/	7	0.4	/	/
Cc1ccc2cc(C)c3nnc(SCC(=O)Nc4nc5c(s4)CCCC5)n3c2c1C	2	-0.3	-3	2	21	-0.4	30	/	2	35
CC(=O)N(c1ccccc1)C(C(=O)c1ccccc1)c1ccccc1 (stereo unspecified)	4	i	/	2	-8	1.5	6	1.3	/	/
O=[N+]([O-])c1ccc(N2CCN(c3ccc(Cl)nn3)CC2)cc1NC1CC1	5	1.4	-9	14	-13	-0.2	0	/	-7	/
COc1cccc(CNC(=O)Cc2nc3nc(C)cc(C)n3n2)c1	1	-0.3	6	3	-2	-1.4	-6	/	-2	1
COc1ccc(C(=O)Nc2ccccc2C(=O)N/N=C/c2ccco2)cc1	-1	-0.3	-17	2	/	-0.1	-5	0.3	-1	2
C=CCn1c(-c2ccoc2C)n[nH]c1=S	-2	-1.0	-2	-1	-12	-0.4	0	/	4	2
CCCCNC(=O)c1ccc2nc(-c3ccco3)c(-c3ccco3)nc2c1	-1	-0.3	5	-5	0	0.7	5	-3.0	-2	-18
O=C(CSc1ccc([N+](=O)[O-])cn1)Nc1ccccc1N1CCOCC1	2	0.2	4	3	-4	-0.3	7	-0.5	1	0
COCCCNC(=O)COc1ccc(-c2nccc(-c3ccccn3)n2)cc1	-2	0.3	-2	10	-9	-0.9	6	/	-3	-7
S=C(NCCCc1ccccc1)Nc1ccccc1	-4	2.5	/	-6	-13	-2.6	9	0.8	-3	11
COc1ccc(CNC(C)C23CC4CC(CC(C4)C2)C3)c(OC)c1OC (stereo unspecified)	6	-0.5	2	14	-1	1.0	13	-0.1	4	13
NC(=O)C1CCN(C(=O)CN2C(=O)c3ccccc3S2(=O)=O)CC1	-6	-0.4	6	3	-13	0.5	3	/	-1	23
Cc1nc(SCC(=O)NC2CCCCC2)[nH]c(=O)c1C	-7	i	5	2	-7	-0.2	2	2.1	-5	0
c1cncc(CNC2CCCc3ccccc32)c1 (stereo unspecified)	-4	-0.3	-5	3	-6	-1.6	2	/	-4	-8
Cc1ccc(/C=N/Nc2nc(Cl)c(Cl)cc2Cl)s1	-1	i	4	-1	/	-0.4	-7	/	1	21
COc1ccc(Cl)cc1-n1c(C)cc(C(=O)O)c1C	-5	/	0	-11	-1	-1.0	-7	-2.8	1	2
C/C(=N\N1CCN(Cc2ccc(Cl)cc2)CC1)c1ccc(F)cc1	/	-3.5	6	3	/	0.7	16	0.7	3	26
COc1cc(C2=CN(Cc3ccccc3)CCC2=O)cc(OC)c1OC	-4	i	0	7	2	0.3	14	0.4	/	/
CCOC(=O)C1(Cc2ccccc2Cl)CCN(Cc2csc(C(C)=O)c2)CC1	0	13	2	-4	2	0.2	4	4.8	-2	-6
CCn1c(SCC(=O)N2CCc3ccccc32)nnc1-c1c[nH]c2ccccc12	-2	1.4	-11	41	-22	0.2	30	/	3	-2
CCN(CC)C(=O)c1[nH]cnc1C(=O)Nc1ccc(Cl)cc1	2	1.2	-3	5	-8	-1.5	-2	2.8	/	/
O=C(NCc1ccco1)C1CC(=O)N(c2ccc(Cl)cc2)C1 (stereo unspecified)	9	-0.5	0	8	-1	-0.7	14	1.5	3	2
CC(=O)N1CCC(=NNS(=O)(=O)c2ccc(C)c([N+](=O)[O-])c2)CC1	10	i	-3	46	-13	-1.5	-9	-4.8	4	-8
COc1ccc(C2NC(=S)NC3=C2CCc2ccccc23)cc1OC (stereo unspecified)	2	-0.2	-14	0	4	17	1	/	7	-7
CCOC(=O)[C@@H]1[C@H]2COc3ccc(Br)cc3[C@@H]2N2C(=O)N(c3ccc(Br)cc3)C(=O)[C@]12C	2	0.4	3	-10	-3	0.4	-3	14*!	7	13
Cc1cc(C)cc(NC(=O)C(=O)NCCCN2CCCC2=O)c1	-5	i	0	4	-21	-0.6	10	2.3	/	/
CCOc1ccc(CNC(=O)C2CCC(=O)N2C2CCCC2)cc1OC (stereo unspecified)	5	15	-17	1	-9	0.0	-5	/	-4	7

(further entries)
mol	Anthrax LF prot	BH1578 lux ind	Rv3671c protease	MazEF act	PriA SSB inh	PfHsp40 yeast	Y pestis TopoI	TcdB GH inh	3CLpro inhibitor	DUSP3 inh
Cc1ccc(NC(=O)N(Cc2ccc3c(c2)OCO3)Cc2cc3cc4c(cc3[nH]c2=O)OCCO4)cc1	1	-14	-4	-30	0	1.9	21	/	-1	7
CCOC(=O)C1(CCOc2ccccc2)CCN(Cc2cccc(OC)c2)CC1	2	0.3	2	-10	-6	-1.8	13	0.7	1	/
CCC(C)[C@H](NC(=O)NCc1ccc(Cl)cc1)C(=O)O (stereo partly specified)	-16	-0.3	4	1	-6	-0.4	2	1.6	6	4
O=C(CCn1nnc2ccccc21)N/N=C\Cc1ccccc1	-3	-0.1	8	-23	/	0.2	8	-0.2	1	8
COc1ccc(-c2ccccc2)cc1NC(=O)C1(C)CCN1C(=O)C(C)C (stereo unspecified)	4	-0.2	/	/	/	/	19	1.1	/	/
CN(Cc1nccs1)C(=O)c1ccc2nc(Cc3ccccc3F)oc2c1	-2	i	-8	0	-8	0.1	15	1.5	-3	1
O=C(Nc1nc(-c2ccc(-c3ccccc3)cc2)cs1)C1CCCO1 (stereo unspecified)	-1	-0.2	-2	-5	-16	-0.5	-7	/	-13	0
COc1ccc(N2CCN(c3nc4cc(C)ccc4cc3C=O)CC2)cc1	0	-0.4	-6	6	7	-0.6	12	0.3	-6	25
O=S(=O)(c1cc(-c2nnc(-c3ccc(Br)cc3)o2)ccc1Br)N1CCCCCC1	-11	i	-2	-14	-11	-1.6	-4	/	3	18
Nc1ccc(-c2nc3cc([N+](=O)[O-])ccc3o2)cc1	0	i	-6	-6	-10	-0.3	-9	-0.1	-6	-17
Cn1c(=O)nc2n(Cc3ccccc3)c3ccccc3cc-2c1=O	1	-0.7	-13	5	6	-0.6	-1	-0.7	-1	2
Cc1cc(Br)ccc1OCCN1CC(C)OC(C)C1 (stereo unspecified)	-3	-1.3	12	-2	-12	0.4	11	-0.1	2	-3
